Compound activity: PubChem, several laboratories
HTR2A ag = mouse Htr2a agonists via beta-arrestin recruitment, primary screen, cell-based, luminescence; 5-hydroxytryptamine receptor 2A (Mus musculus), P35363; CHO-K1 mHTR2A beta-arrestin complementation; percent of 30 µM serotonin response; activation, % at 7.6 µM; actives 0.66% (n = 360,000); AID 624169, 2012;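 active = activation above a run cutoff, the mean activation of all tested compounds plus 3 SD, cut at about 14% in these data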;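 note: 0% = plate median of compound wells and 100% = 30 µM serotonin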
NR2E3 ag-1 = NR2E3 agonists in two-hybrid cells, primary screen, cell-based, luminescence, CHO-S, Gal4-NCOR/VP16-NR2E3. Photoreceptor-specific nuclear receptor (Homo sapiens), Q9Y5X4. luciferase. inhibition of corepressor binding, % at 3.98 µM. actives 0.35% (n = 360,000). AID 602229, 2012;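 active = inhibition above the mean of all tested compounds plus 3 SD, cut at about 70% in these data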;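 note: 0% = DMSO with NR2E3 transfected cells and 100% = cells lacking NR2E3 construct; higher means lower luciferase signal from less NR2E3 corepressor binding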
Target sequence (Q9Y5X4 whole entry, looked up, the tested form may be a part): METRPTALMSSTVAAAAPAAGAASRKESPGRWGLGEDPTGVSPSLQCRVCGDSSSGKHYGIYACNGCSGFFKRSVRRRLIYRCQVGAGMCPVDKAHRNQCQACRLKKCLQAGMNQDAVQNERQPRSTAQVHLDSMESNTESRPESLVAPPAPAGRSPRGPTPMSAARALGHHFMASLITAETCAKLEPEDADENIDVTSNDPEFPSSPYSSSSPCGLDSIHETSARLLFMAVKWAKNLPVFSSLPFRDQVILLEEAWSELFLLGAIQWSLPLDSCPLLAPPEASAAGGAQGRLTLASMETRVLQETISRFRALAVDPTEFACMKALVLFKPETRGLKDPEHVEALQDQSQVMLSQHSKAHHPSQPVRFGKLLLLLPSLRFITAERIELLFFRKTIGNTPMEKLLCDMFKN
NR2E3 ag-2 = inhibitors of NR2E3-RetCOR corepressor binding, primary screen, NR2E3 agonist project, biochemical, TR-FRET, GST-NR2E3, biotin-RetCOR; actives 0.12% (n = 320,000); inhibition of corepressor binding, % at 4.78 µM; 1536-well; Photoreceptor-specific nuclear receptor (Homo sapiens), Q9Y5X4; AID 2300, 2010;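 active = percent inhibition above the cutoff of mean plus 3 SD of all tested compounds, set per screening campaign, cut at about 20% in these data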;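 note: 0% = DMSO wells and 100% = biotin wells as full block of FRET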
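Material: NR2E3–RetCOR corepressor complex / Amount: 1.35 nM GST-NR2E3 / Medium: Tris pH 7.5 / Compound: single nominal compound dose of 4.8 µM / Incubation: 5 h at 4 °C / Technique: TR-FRET, Eu(K)-anti-GST donor, streptavidin-D2 acceptor, ex 340, em 617/671 nm / Read-out basis: percent loss of FRET ratio relative to control wells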
Shn3 3UTR inh = reduction of Shn3 3'UTR firefly luciferase signal, primary screen, Schnurri-3 inhibitor project, cell-based, Clone20 osteoblasts, set 2. Clone20 osteoblast Shn3 3'UTR firefly luciferase, 24 h. AID 588674, 2011. inhibition, % at 12.5 µM. actives 0.52% (n = 360,000);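 active = mean inhibition of at least 75% with every replicate also reaching 75%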;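 note: 0% = median of neutral control wells and 100% = pilot-screen positive control compound; some compounds past the cut are filed as inactive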
PDI turbidity = inhibitors of human PDI, primary screen, biochemical, turbidity, single point, plate reader | Protein disulfide-isomerase (Homo sapiens), P07237 | PDI insulin aggregation turbidity, A650, 90 min | inhibition, % at 10 µM | actives 0.052% (n = 350,000) | AID 588391, 2011;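 active = mean inhibition across replicates of 30% or more, whatever share of single replicates reach that level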;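 note: absorbance from insulin aggregation driven by PDI reduction with DTT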
Target sequence (P07237 whole entry, looked up): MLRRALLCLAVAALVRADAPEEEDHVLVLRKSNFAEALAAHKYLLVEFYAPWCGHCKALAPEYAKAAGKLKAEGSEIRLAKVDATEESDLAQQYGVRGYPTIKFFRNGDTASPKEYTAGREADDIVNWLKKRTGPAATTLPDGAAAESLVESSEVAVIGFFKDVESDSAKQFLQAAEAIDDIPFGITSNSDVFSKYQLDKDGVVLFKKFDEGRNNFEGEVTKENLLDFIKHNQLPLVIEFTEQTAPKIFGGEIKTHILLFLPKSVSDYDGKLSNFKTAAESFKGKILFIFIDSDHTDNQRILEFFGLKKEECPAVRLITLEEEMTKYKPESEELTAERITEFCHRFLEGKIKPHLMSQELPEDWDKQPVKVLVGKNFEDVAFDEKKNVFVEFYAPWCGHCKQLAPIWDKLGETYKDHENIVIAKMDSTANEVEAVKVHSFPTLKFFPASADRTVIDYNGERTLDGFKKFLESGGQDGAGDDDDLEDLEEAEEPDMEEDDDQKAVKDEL
H9c2 protect = cardioprotection against H2O2-induced cell death, primary screen, uHTS, H9c2 cells, ATPLite luminescence; H9c2 cardiomyocytes, H2O2 injury protection, 2 h; protection from H2O2 cell death, % at 20 µM; actives 0.63% (n = 360,000);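 active = compounds giving at least 50% protection of heart cells from peroxide-induced death in the single-dose screen, raw or plate-pattern-corrected value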;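 note: 0% = DMSO wells with peroxide and 100% = DMSO wells without peroxide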
HIF-2a inh = HIF-2a reporter inhibitors, primary screen, luminescence, 786-0 RCC cells | 786-0 RCC cells HIF-2a reporter, luciferase luminescence, overnight | inhibition, % at 18.8 µM | actives 0.72% (n = 360,000);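 active = inhibition of the luminescence signal of 40% or more relative to plate controls, in a single-dose primary screen at 18.75 µM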
CaV13 FRET inh = Primary screen for inhibitors of IQ motif and Ca2+-dependent inactivation inhibitor domain binding in CACNA1D, Förster resonance energy transfer in living cells, …; AID 743397; HEK cells, CFP/YFP FRET ICDI-IQ, plate reader, 10 min; percent FRET-ratio fall versus neutral wells; inhibition, % at 12.3 µM; actives 0.098% (n = 340,000);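 active = mean replicate inhibition of at least 30% and at least 1% of replicates passing that level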;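 note: 0% = median of the neutral control wells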
iPSC survival up = enhancers of single-cell hiPSC survival, primary screen, ATPlite luminescence. 100% = ROCK inhibitor wells, 0% = DMSO. survival enhancement, % at 20 µM. actives 0.044% (n = 360,000). AID 602274, 2012; in the data active = survival enhancement above about 18%;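 note: cells exposed to compounds for 16 hours before the ATP read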
Peg3 promoter = Peg3 promoter-driven luciferase inhibitors, primary screen, cell-based, HeLa, luciferase luminescence. HeLa PEG-Prom luciferase reporter, overnight. inhibition, % at 20 µM. actives 1.7% (n = 360,000). AID 588405, 2011;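 active = inhibition of at least 50% at 20 µM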
TRPM1 prom inh = inhibitors of MITF-dependent TRPM1 promoter reporter, primary screen, cell-based, SK-MEL-5, single point, luciferase; inhibition, % at 12.5 µM; SK-MEL-5 TRPM1 promoter luciferase, 24 h; actives 0.83% (n = 330,000);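 active = mean inhibition across replicates of 60% or more, whatever share of single replicates reaches that level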; note: values of inactives mirror those of a sister screen read the other way
Active calls of the source: *.

How did CCOc1ccc(NC(=O)Nc2cc(-c3ccccc3)sc2C(=O)OC)cc1 do in these assays?
HTR2A ag: 10; NR2E3 ag-1: -27; NR2E3 ag-2: 3; Shn3 3UTR inh: -54; PDI turbidity: 9; H9c2 protect: -9; HIF-2a inh: -12; CaV13 FRET inh: -8; iPSC survival up: 2.3; Peg3 promoter: -11; TRPM1 prom inh: 5

Results for CCc1ccc(N2C(=O)c3sc4nnc(C)c(=O)n4c3C2=O)cc1 ?
HTR2A ag: 1; NR2E3 ag-1: 6; NR2E3 ag-2: 0; Shn3 3UTR inh: -4; PDI turbidity: -5; H9c2 protect: 4; HIF-2a inh: -5; CaV13 FRET inh: -6; iPSC survival up: -3.5; Peg3 promoter: -1; TRPM1 prom inh: 9

What do the screens show for `CC[N+]1(CC(O)COC2CC(C)CC(C)(C)C2)CCOCC1` (stereo not given)?
HTR2A ag: -2; NR2E3 ag-1: -16; NR2E3 ag-2: -1; Shn3 3UTR inh: -20; PDI turbidity: 2; H9c2 protect: -2; HIF-2a inh: 11; CaV13 FRET inh: -5; iPSC survival up: -0.8; Peg3 promoter: 17; TRPM1 prom inh: -4

How did CCN(c1ccccc1)S(=O)(=O)c1ccc(Cl)c(NC(=O)CSc2nncn2C)c1 do in these assays?
HTR2A ag: 0; NR2E3 ag-1: -13; NR2E3 ag-2: -1; Shn3 3UTR inh: 62; PDI turbidity: 6; H9c2 protect: 4; HIF-2a inh: 17; CaV13 FRET inh: -5; iPSC survival up: 1.3; Peg3 promoter: 16; TRPM1 prom inh: 0

Results for Cc1ccsc1/C=N/n1cnnc1 ?
HTR2A ag: 5; NR2E3 ag-1: -28; NR2E3 ag-2: -1; PDI turbidity: -1; H9c2 protect: 4; HIF-2a inh: 9; CaV13 FRET inh: 9; iPSC survival up: -0.5; Peg3 promoter: 9; TRPM1 prom inh: 6

Results for Cc1onc(-c2ccccc2Cl)c1C(=O)NCc1nnnn1-c1ccc(F)cc1 ?
HTR2A ag: -1; NR2E3 ag-1: -34; NR2E3 ag-2: -1; Shn3 3UTR inh: -1; PDI turbidity: 0; H9c2 protect: -2; HIF-2a inh: 11; CaV13 FRET inh: -6; iPSC survival up: -0.4; Peg3 promoter: -1; TRPM1 prom inh: 10

How did CCN(CC(=O)Nc1c(F)cccc1F)C(=O)C1(c2ccccc2)CC1 do in these assays?
HTR2A ag: 0; NR2E3 ag-1: 25; NR2E3 ag-2: 4; Shn3 3UTR inh: 10; PDI turbidity: 8; H9c2 protect: 3; HIF-2a inh: 27; CaV13 FRET inh: -12; iPSC survival up: -0.3; Peg3 promoter: 35; TRPM1 prom inh: 13

What do the screens show for `O=c1[nH]c2ccccc2nc1Cc1ccc([N+](=O)[O-])cc1`?
HTR2A ag: -13; NR2E3 ag-1: 5; NR2E3 ag-2: 0; Shn3 3UTR inh: 78; PDI turbidity: -7; H9c2 protect: -16; HIF-2a inh: 1; CaV13 FRET inh: -5; iPSC survival up: 1.9; Peg3 promoter: 9; TRPM1 prom inh: 3

What do the screens show for `Cc1ccc(NC(=O)N(Cc2cc3cc(C)cc(C)c3[nH]c2=O)CC2COCCO2)cc1` (stereo not given)?
HTR2A ag: 0; NR2E3 ag-1: -23; NR2E3 ag-2: 1; Shn3 3UTR inh: 6; PDI turbidity: 0; H9c2 protect: 24; HIF-2a inh: 19; CaV13 FRET inh: -5; iPSC survival up: -0.9; Peg3 promoter: 20; TRPM1 prom inh: 4

Results for O=C(NCC(c1ccco1)N1CCN(c2ccc(F)cc2)CC1)C(=O)NC1CCCCC1 (stereo not given) ?
HTR2A ag: -8; NR2E3 ag-1: -30; NR2E3 ag-2: -1; Shn3 3UTR inh: 7; PDI turbidity: -11; H9c2 protect: -3; HIF-2a inh: -4; CaV13 FRET inh: -7; iPSC survival up: 0.4; Peg3 promoter: 9; TRPM1 prom inh: 13

Results for O=C(Nc1ccccc1N1CCCC1)c1ccc2ccccc2c1 ?
HTR2A ag: -1; NR2E3 ag-1: -18; NR2E3 ag-2: 1; Shn3 3UTR inh: -22; PDI turbidity: 1; H9c2 protect: -3; HIF-2a inh: -104; CaV13 FRET inh: -2; iPSC survival up: -0.6; Peg3 promoter: -68; TRPM1 prom inh: 2

How did CN(C)S(=O)(=O)c1ccc(C(=O)NCC(c2cccs2)N2CCOCC2)cc1 (stereo not given) do in these assays?
HTR2A ag: 0; NR2E3 ag-1: 16; NR2E3 ag-2: 2; Shn3 3UTR inh: -6; PDI turbidity: 2; H9c2 protect: 3; HIF-2a inh: -2; CaV13 FRET inh: -13; iPSC survival up: -0.2; Peg3 promoter: 14; TRPM1 prom inh: -7

Results for O=C(OCc1ccc(F)cc1)c1ccc2c(c1)-c1ccccc1C2=O ?
HTR2A ag: 2; NR2E3 ag-1: 0; NR2E3 ag-2: 1; Shn3 3UTR inh: -8; PDI turbidity: -5; H9c2 protect: -10; HIF-2a inh: -169; CaV13 FRET inh: -5; iPSC survival up: 2.7; Peg3 promoter: -166; TRPM1 prom inh: -79

How did CC12CCC(C(=O)N(c3cccc(Cl)c3)C1=O)C2(C)C (stereo not given) do in these assays?
HTR2A ag: 0; NR2E3 ag-1: -53; NR2E3 ag-2: 3; Shn3 3UTR inh: -14; PDI turbidity: -1; H9c2 protect: 4; HIF-2a inh: 6; CaV13 FRET inh: -3; iPSC survival up: -1.5; Peg3 promoter: 8; TRPM1 prom inh: 5

Results for O=C(C=Cc1ccco1)c1ccc2ccccc2c1 ?
HTR2A ag: 1; NR2E3 ag-1: -81; Shn3 3UTR inh: 95*; PDI turbidity: 6; H9c2 protect: -11; HIF-2a inh: -282; CaV13 FRET inh: -15; iPSC survival up: -2.1; Peg3 promoter: -256; TRPM1 prom inh: -56

How did COc1cccc(NC(=O)CN2C(=O)NC(C)(C3CC3)C2=O)c1 (stereo not given) do in these assays?
HTR2A ag: -1; NR2E3 ag-1: 7; Shn3 3UTR inh: -9; PDI turbidity: 2; H9c2 protect: 6; HIF-2a inh: -8; CaV13 FRET inh: -6; iPSC survival up: -0.4; Peg3 promoter: -2; TRPM1 prom inh: 6

How did CC(C)(C)OC(=O)Cn1c(=O)cnc2ccccc21 do in these assays?
HTR2A ag: 1; NR2E3 ag-1: -42; NR2E3 ag-2: 7; Shn3 3UTR inh: 1; PDI turbidity: 0; H9c2 protect: 0; HIF-2a inh: 12; CaV13 FRET inh: -5; iPSC survival up: 4.2; Peg3 promoter: 11; TRPM1 prom inh: -7

What do the screens show for `CCCn1c(N)c(C(=O)NS(=O)(=O)c2ccc(C)cc2)c(=O)n(C)c1=O`?
HTR2A ag: 2; NR2E3 ag-1: -11; NR2E3 ag-2: -4; Shn3 3UTR inh: 41; PDI turbidity: 4; H9c2 protect: -7; HIF-2a inh: 24; CaV13 FRET inh: 2; iPSC survival up: -1.0; Peg3 promoter: 18; TRPM1 prom inh: 14

What do the screens show for `COc1cccc(CN2CCN(Cc3cc(OC)c(OC)c(OC)c3)CC2)c1OC`?
HTR2A ag: 0; NR2E3 ag-1: -14; Shn3 3UTR inh: -30; PDI turbidity: 20; H9c2 protect: -2; HIF-2a inh: 17; CaV13 FRET inh: -3; iPSC survival up: -0.2; Peg3 promoter: 14; TRPM1 prom inh: 13

What do the screens show for `COc1ccccc1N(Cc1ccccc1)S(=O)(=O)c1cc(C(=O)O)ccc1Cl`?
HTR2A ag: 0; NR2E3 ag-1: -14; NR2E3 ag-2: 1; Shn3 3UTR inh: 19; PDI turbidity: -4; H9c2 protect: 5; HIF-2a inh: 16; CaV13 FRET inh: -6; iPSC survival up: 0.5; Peg3 promoter: 12; TRPM1 prom inh: -1

What do the screens show for `CCOc1ccccc1NC(=O)c1cccnc1`?
HTR2A ag: 1; NR2E3 ag-1: -18; NR2E3 ag-2: 0; Shn3 3UTR inh: 11; PDI turbidity: -4; H9c2 protect: 12; HIF-2a inh: 19; iPSC survival up: 2.5; Peg3 promoter: 3; TRPM1 prom inh: 5

How did CC1CCCN(CCCCOc2cccc(Br)c2)C1 (stereo not given) do in these assays?
HTR2A ag: -3; NR2E3 ag-1: 13; NR2E3 ag-2: 1; Shn3 3UTR inh: 8; PDI turbidity: 5; H9c2 protect: 0; HIF-2a inh: 15; CaV13 FRET inh: -6; iPSC survival up: -1.9; Peg3 promoter: -6; TRPM1 prom inh: 9

How did COc1ccc(CCC(=O)N2CCCSC2=Nc2ccc(C(C)=O)cc2)cc1 do in these assays?
HTR2A ag: -2; NR2E3 ag-1: 5; NR2E3 ag-2: 0; Shn3 3UTR inh: 14; PDI turbidity: 1; H9c2 protect: -1; HIF-2a inh: -22; CaV13 FRET inh: -8; iPSC survival up: 0.2; Peg3 promoter: 5; TRPM1 prom inh: -18

Results for CCCCN1CC(=O)N2[C@H]3c4cc(C)ccc4OC[C@@H]3[C@H](c3ccccc3)[C@]2(C)C1=O ?
HTR2A ag: -2; NR2E3 ag-1: -9; Shn3 3UTR inh: 13; PDI turbidity: 7; H9c2 protect: 3; HIF-2a inh: 1; CaV13 FRET inh: -5; iPSC survival up: -2.3; Peg3 promoter: 5; TRPM1 prom inh: -7

Results for Cc1cccc(NS(=O)(=O)c2cc(OCC(N)=O)c(C)cc2Cl)c1 ?
HTR2A ag: 2; NR2E3 ag-1: 6; NR2E3 ag-2: 2; Shn3 3UTR inh: 18; PDI turbidity: -1; H9c2 protect: -4; HIF-2a inh: 20; CaV13 FRET inh: -4; iPSC survival up: -1.4; Peg3 promoter: 29; TRPM1 prom inh: 8

What do the screens show for `CCC(c1nnnn1Cc1ccc(OC)cc1)N1CCN(C(=O)c2ccco2)CC1` (stereo not given)?
HTR2A ag: 0; NR2E3 ag-1: -8; NR2E3 ag-2: 4; Shn3 3UTR inh: 7; PDI turbidity: -12; H9c2 protect: 7; HIF-2a inh: 6; CaV13 FRET inh: -5; iPSC survival up: 0.4; Peg3 promoter: 12; TRPM1 prom inh: 16
